NSD2 inh – NSD2 (human) methyltransferase inhibition; O96028; NSD2 peptide methylation, AlphaScreen, 120 min; inhibition, % at 12.5 µM; 0.54% of 310,000 active; AID 743445; in the data active means inhibition above about 50%
cardiac RTF act – cardiac RTF calcium sensitization. P19429+P45379. IANBD-labeled TnC RTF fluorescence at EC20 calcium; 0% EC20 calcium, 100% full calcium. activation, % at 7.2 µM. 0.24% of 340,000 active. AID 493008;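 active means activation above the mean over all tested compounds plus 3 SD, cut at about 30% in these data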;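 further: rise in fluorescence read as greater calcium sensitivity of cardiac thin filaments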
dFosB act – mouse delta FosB homodimer activation. P13346. purified delta FosB, TAMRA-CDK5 oligo fluorescence polarization; percent of positive-control signal above neutral wells. activation, % at 25 µM. 0.99% of 340,000 active;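 active means mean activation above about 17%, with every replicate also reaching it, limit read from the data, passing the limit was not always enough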;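 further: fluorescence polarization rise as delta FosB binds a TAMRA Cdk5 AP-1 oligo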
Mot1-301 SUMO – blocks SUMOylation pathway, rescuing yeast Mot1-301 growth | S. cerevisiae Mot1-301 growth rescue, ATP luminescence, 38.5C; percent above DMSO median, 100 means doubled | growth rescue, % at 18.8 µM | 1% of 320,000 active | AID 2716;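 active means every valid replicate shows activation above 250% relative to neutral control wells; inactive means the rest, any valid replicate at or below 250%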;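 further: OY570 slx delta 5 strain wells were the positive control but not used for scaling; some compounds called inactive have numbers as strong as hits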
Cardiac RTF inh – cardiac RTF calcium desensitization; P19429+P45379; IANBD-labeled cardiac RTF, Ca2+ fluorescence; inhibition, % at 7.15 µM; 0.12% of 340,000 active;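 active means inhibition above the mean inhibition of all tested compounds plus 3 SD, cut at about 17% in these data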;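 further: assay run at fixed EC70 calcium of 1.6 mM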
Keap1-Nrf2 PPI – inhibitors of human Keap1-Nrf2 protein-protein interaction. Q14145. Keap1 Kelch-Nrf2 peptide fluorescence polarization, 1536-well. inhibition, % at 9.4 µM. 0.15% of 340,000 active; in the data active means inhibition above about 12%;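 further: human Keap1 Kelch domain with fluorescein labeled Nrf2 9mer peptide probe; 0% = neutral control wells and 100% = peptide positive control; higher means more block of Keap1 binding to Nrf2 peptide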
Target sequence (Q14145 whole entry, looked up, the tested form may be a part): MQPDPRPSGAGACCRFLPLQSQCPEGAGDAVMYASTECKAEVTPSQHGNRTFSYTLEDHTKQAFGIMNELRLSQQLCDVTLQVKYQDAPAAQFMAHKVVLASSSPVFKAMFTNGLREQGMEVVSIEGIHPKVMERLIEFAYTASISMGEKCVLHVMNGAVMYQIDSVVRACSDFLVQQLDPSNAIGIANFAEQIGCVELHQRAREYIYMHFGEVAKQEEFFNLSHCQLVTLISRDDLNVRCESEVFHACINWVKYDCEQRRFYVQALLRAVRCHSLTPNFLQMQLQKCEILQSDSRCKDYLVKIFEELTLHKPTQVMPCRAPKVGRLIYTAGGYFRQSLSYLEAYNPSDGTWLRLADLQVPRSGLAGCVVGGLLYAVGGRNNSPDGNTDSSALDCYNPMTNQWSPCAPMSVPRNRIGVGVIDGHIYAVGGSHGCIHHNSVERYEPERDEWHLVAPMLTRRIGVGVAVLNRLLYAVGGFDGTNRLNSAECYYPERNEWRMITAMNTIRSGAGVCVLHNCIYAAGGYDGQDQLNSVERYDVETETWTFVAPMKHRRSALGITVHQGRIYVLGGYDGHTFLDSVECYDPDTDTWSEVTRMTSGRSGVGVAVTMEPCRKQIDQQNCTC
C-LANA FP – inhibitors of KSHV LANA C-terminal domain DNA binding. MBP-C-LANA/FAM-LBS DNA binding, fluorescence polarization. inhibition, % at 9 µM. 0.078% of 340,000 active. AID 504423;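 active means highest replicate inhibition at or above 60% at 9 µM, even if other replicates fall short; inactive means all replicates below 60% inhibition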;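 further: 0% = neutral control wells and 100% = 4 µM acridine orange control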
CDK5 p35 inh – inhibitors of human CDK5/p35 kinase. Q00535+Q15078. Recombinant CDK5/p35, ADP-Glo luminescence, 60 min. inhibition, % at 10 µM. 0.01% of 330,000 active. AID 488839;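 active means highest replicate inhibition of at least 50% and at least 75% of replicates reaching 50%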;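 further: plate controls were DMSO neutral control for no effect and GW8510 at 10 µM for full effect; many of its hits are not listed in these tables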
PvdQ inh – blocks Pseudomonas aeruginosa PvdQ acylase activity | purified PvdQ acylase, fluorescence plate reader | 0.063% of 340,000 active | inhibition, % at 10 µM; in the data active means inhibition above about 30%, passing the limit was not always enough;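 further: 0% = vehicle neutral wells and 100% = reference inhibitor wells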
Rtt109 Vps75 – blocks Candida albicans Rtt109/Vps75 acetyltransferase activity. inhibition, % at 34.9 µM. 0.16% of 330,000 active. Q5AAJ8. purified Rtt109/Vps75, ThioGlo CoA-SH fluorescence, 4 h;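 active means inhibition of at least 50% in every replicate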
Target sequence (Q5AAJ8 whole entry, looked up): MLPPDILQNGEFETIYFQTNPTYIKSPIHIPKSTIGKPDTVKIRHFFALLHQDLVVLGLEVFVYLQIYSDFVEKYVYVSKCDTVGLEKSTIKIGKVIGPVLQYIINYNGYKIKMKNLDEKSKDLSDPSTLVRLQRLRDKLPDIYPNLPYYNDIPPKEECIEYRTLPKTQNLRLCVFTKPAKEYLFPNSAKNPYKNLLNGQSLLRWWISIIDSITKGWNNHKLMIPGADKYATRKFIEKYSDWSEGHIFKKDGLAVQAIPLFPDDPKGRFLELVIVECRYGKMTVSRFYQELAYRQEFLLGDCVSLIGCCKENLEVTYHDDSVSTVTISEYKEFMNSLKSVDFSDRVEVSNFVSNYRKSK
PfHsp90 yeast 2 – reduces growth (ATP signal) of yeast expressing P. falciparum Hsp90; AID 504621; inhibition, % at 9.4 µM; S. cerevisiae expressing PfHsp90, BacTiter-Glo ATP, 48 h; yeast lacking PDR1 and PDR3 efflux regulators; 0.32% of 310,000 active;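 active means every replicate shows inhibition above about 80%, whatever the replicate mean, limit read from the data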;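 further: 0% = DMSO neutral controls and 100% = 20 µM radicicol positive controls; yeast relying on Plasmodium falciparum Hsp90 in place of its own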
An asterisk follows results filed as active; · = not tested or not shown; & = joins results of further samples. A portion of the library, so the mix of outcomes need not match the whole.

no.	smiles	NSD2 inh	cardiac RTF act	dFosB act	Mot1-301 SUMO	Cardiac RTF inh	Keap1-Nrf2 PPI	C-LANA FP	CDK5 p35 inh	PvdQ inh	Rtt109 Vps75	PfHsp90 yeast 2
1	COc1ccc(CCn2c(O)c(/C=N/N3CCCCC3)c(=O)[nH]c2=O)cc1OC	2.4	-2.4	5.2	-7.6	-11.8	3.0	0.7	-1.9	6.2	-7.1	-167.9
2	COc1ccc(C=C2C(=O)NC(=S)NC2=O)cc1OC	3.3	4.8	0.6	·	-1.0	-4.4	-1.7	-0.5	12.1	0.1	-40.5
3	COc1ccc(NC(=O)c2cn(CCC#N)nc2-c2ccccc2)cc1	-1.0	-8.6	-0.9	11.9	3.5	-4.3	-0.3	1.2	12.5	13.0	-0.6
4	COc1cc(OC)c2c(c1)OCC1CON(C)C21 (stereo unspecified)	-0.6	5.2	-1.8	46.5	3.5	4.2	-0.7	0.0	-3.4	2.7	-20.0
5	COc1cc2c(cc1C=O)OCO2	0.1	0.2	-3.8	174.9	10.8	-3.8	-0.6	0.3	15.3	5.8	-18.6
6	CN(C)C(=S)SSC(=S)N(C)C	·	4.4	0.8	-12.2	8.2	-13.6	0.2	5.4	-1.8	154.1*	108.2*
7	CC(=NCc1cccnc1)c1c(O)n(-c2ccc(Cl)cc2)c(=O)[nH]c1=O	-0.2	2.0	11.7	-8.0	-10.2	-3.0	0.2	-0.1	-16.1	-6.7	44.4
8	CN1C(=O)C(=Cc2ccc(N3CCCCCC3)cc2)C(=O)N(C)C1=O	1.7	-4.1	11.2	1.7	-3.5	-0.9	3.1	1.4	7.7	26.0	-1.6
9	COC(=O)C1=C(c2ccc(F)cc2OCc2ccccc2)C[C@@H]2CC[C@H]1N2C(=O)NCc1ccc2c(c1)OCO2	·	3.8	-10.2	0.7	-13.0	-1.3	0.4	-0.8	-7.1	3.5	3.2
10	N=C1c2ccccc2CN1NC(=O)c1ccc(Cl)cc1	-1.2	3.2	1.5	11.1	-4.7	-0.5	0.5	2.3	2.2	2.6	-8.2
11	O=C(COc1ccc(Cl)cc1)N1CCN(C2CCCC2)CC1	1.7	-4.2	-7.6	244.8	2.3	-4.4	-0.3	-0.4	-11.3	4.3	8.5
12	CN(Cc1ccccc1)C1CCCN(C(=O)COc2ccccc2Cl)C1 (stereo unspecified)	·	-4.5	-4.2	32.7	2.1	-2.0	0.1	-0.3	-10.2	1.8	13.7
13	COC(=O)C1=C(c2cc3ccccc3o2)C[C@@H]2CC[C@H]1N2C(=O)NC(C)C	·	1.6	-1.4	-0.5	-3.2	-3.6	0.7	0.7	-12.6	-10.1	-29.3
14	Cc1c(N=Cc2c(O)n(CCc3ccccc3)c(=O)[nH]c2=O)c(=O)n(-c2ccccc2)n1C	4.4	-1.1	-1.8	4.9	-7.1	0.3	0.7	0.5	-10.4	-4.1	0.0
15	Cc1ccccc1-n1c(-c2ccoc2)nc2ccccc2c1=O	0.5	-3.1	-1.9	-11.6	-12.7	0.5	1.7	-1.0	-6.1	-2.9	12.8
16	CC1C(C)N1CC(O)Cn1ccnc1[N+](=O)[O-] (stereo unspecified)	-0.2	0.9	0.0	-4.5	-2.1	0.7	4.2	-0.5	1.7	-1.5	8.7
17	CCOC(=O)C1CCN(/C=C2/C(=O)NC(=O)N(Cc3ccco3)C2=O)CC1	21.8	-2.5	4.0	-5.0	-9.8	-0.1	2.3	0.0	-14.2	-3.9	-1.9
18	Brc1ccc2c(c1)C(OC1CN3CCC1CC3)c1ccccc1CS2 (stereo unspecified)	·	-3.1	-1.1	-27.8	-5.1	-4.8	-1.2	-0.3	-20.7	-5.5	16.9
19	CCCC12CN3CN(C1)CC(CCC)(C3)C2O (stereo unspecified)	·	-2.2	0.0	8.8	-5.0	-5.9	1.0	1.2	-17.5	0.0	-0.8
20	O=C1NC(=O)N(Cc2ccccc2Cl)C(=O)/C1=C/N1CCOCC1	18.1	0.9	4.9	-3.6	-4.2	-8.1	1.6	-0.2	-10.9	3.0	·
21	Cc1cc(S(=O)(=O)NC(C)C)ccc1OCC(=O)N1CCN(Cc2ccc3c(c2)OCO3)CC1	3.5	1.0	1.4	3.8	6.5	-2.3	1.3	0.1	5.0	11.4	-2.8
22	Cc1[nH]c2ccccc2c1C(=O)C(=O)N1CC2CC(C1)c1cccc(=O)n1C2 (stereo unspecified)	·	14.9	-8.2	22.6	-16.5	-3.8	1.4	1.6	-19.5	-3.1	12.7
23	Cc1ccc2[nH]c(=S)n(-c3cccnc3)c(=O)c2c1	0.2	·	2.2	-1.2	·	-0.8	0.9	-1.2	4.6	11.6	-1.5
24	CCOC(=O)C1(CCc2ccccc2)CCN(Cc2ccc3c(c2)OCCO3)CC1	-4.3	-1.2	-1.8	6.8	-0.1	1.4	-2.0	-7.4	-3.7	-13.0	11.5
25	CC(C)CC(C)N (stereo unspecified)	·	-2.5	7.0	6.8	-1.3	0.3	-0.4	1.9	-10.2	6.7	-13.3
26	COC(=O)C1=C(c2cccc3c2S(=O)(=O)c2ccccc2-3)C[C@@H]2CC[C@H]1N2C(=O)N1CCc2cc(OC)c(OC)cc2C1	·	-2.9	-1.3	-13.3	-12.6	-0.6	2.3	-2.3	-2.6	9.2	15.7
27	Oc1c(Cl)cccc1Cc1cc(Cl)cc(Cl)c1O	·	-6.8	-3.1	·	7.4	1.7	-0.2	-1.8	-5.9	-22.2	109.2*
28	COC(=O)C1=C(c2c(C)noc2C)C[C@@H]2CC[C@H]1N2C(=O)N1CCC(O)(c2ccc(Cl)cc2)CC1	·	4.1	-5.8	-1.8	4.8	-1.7	1.6	-0.2	-11.8	1.1	-11.3
29	CSc1ncc(Br)c(N2CC2)n1	-0.3	7.9	-1.6	·	-3.4	-3.1	2.1	0.8	-17.5	0.6	7.9
30	O=C(NCc1ccccc1)c1cccn(Cc2ccccc2)c1=O	-0.9	-9.4	-10.8	8.3	1.3	1.2	-1.7	-0.2	0.2	1.9	-5.0
31	CCC(=NCCCN1CCOCC1)c1c(O)n(Cc2ccccc2)c(=O)[nH]c1=O	-1.6	-0.1	4.7	44.6	0.2	-5.7	-0.6	-1.2	-16.5	-3.3	·
32	CCN1C[C@]2(COC(=O)c3ccccc3N)CC[C@H](OC)C34[C@@H]5C[C@H]6[C@H](OC)[C@@H]5[C@](O)(C[C@@H]6OC)[C@@](O)([C@H]13)[C@@H](OC)[C@@H]42	0.3	-1.5	-3.2	-2.5	-4.8	-3.8	-2.3	-0.8	-4.3	-3.7	6.7
33	COc1cccc(-n2c(/C=C/c3ccccn3)nc3ccccc3c2=O)c1	-3.8	-6.2	-18.8	-12.6	2.8	-1.6	0.9	0.8	-9.5	1.0	0.5
34	COc1ccc(OC)c(N=Cc2c(O)[nH]c(=O)[nH]c2=O)c1	-0.6	-1.3	-5.5	-10.5	-6.6	-2.1	3.9	0.6	-8.1	6.4	21.0
35	CCOC(=O)CC1=C(C(=O)OCC)C2(C(=O)N1CC(=O)OC)C(C#N)=C(N)Oc1ccccc12 (stereo unspecified)	0.0	1.6	-3.3	-10.7	-4.1	-6.0	-0.4	-0.2	-10.9	-6.6	·
36	O=c1c2ccccc2nc(/C=C/c2ccccn2)n1-c1ccccc1	-1.4	0.8	-6.1	-17.5	-3.0	1.4	0.5	-1.0	-5.6	-48.9	-7.5
37	COC(=O)C1=C(N)Oc2cc(C)oc(=O)c2C12C(=O)Nc1ccccc12 (stereo unspecified)	-1.2	1.4	-2.8	-17.4	-10.2	0.5	1.6	-0.9	-6.8	4.5	-9.9
38	CN1C(=O)C[N+]([O-])=C(c2ccccc2)c2cc(Cl)ccc21	-1.4	-4.1	-1.5	·	-1.5	1.2	1.0	1.6	9.6	-12.7	·
39	Cc1nc2ccccc2c(=O)n1-c1ccc(C(=O)O)cc1	-2.6	7.5	-4.5	-11.1	-3.4	-5.1	0.8	2.3	-8.0	11.1	16.1
40	O=C(c1cccc2ccccc12)C1CCCN(Cc2ccon2)C1 (stereo unspecified)	3.2	-4.9	2.3	99.7	-7.8	-5.3	-0.1	-1.0	-6.6	-6.8	20.1
41	CCCCCc1nc2ccccc2c(=O)n1-c1ccc(Cl)cc1[N+](=O)[O-]	·	2.0	-2.4	4.4	-1.3	-2.1	-0.5	-0.3	-10.8	5.3	-7.2
42	Cc1c2cnn(CC(=O)N3CCC4(CC3)OCCO4)c(=O)c2c(C)n1Cc1ccccc1	3.1	-0.3	-5.2	·	0.8	0.5	-0.5	-0.3	-8.9	3.7	18.8
43	CCN1CCN(c2cn[nH]c(=O)c2Cl)CC1	4.2	-1.8	2.5	55.2	-2.0	-1.6	3.7	-0.3	1.8	-2.1	12.3
44	CC(=O)Nc1cc(C(=O)N2CCC3(CC2)OCCO3)ccc1Sc1ccc(C)cc1	-3.1	-0.6	1.9	7.8	-6.7	2.6	-0.3	-1.0	-12.0	-4.1	·
45	Cc1nc2c(-c3ccc(F)cc3)c(C)nn2c(C)c1CCC(=O)N1CCC2(CC1)OCCO2	·	-1.9	3.2	·	0.7	-2.3	0.4	1.5	-0.7	-2.2	·
46	CCC1(CC(C)c2ccccc2)C(=O)NC(=O)NC1=O (stereo unspecified)	-1.7	-1.0	3.3	·	-7.0	-2.6	·	-0.9	4.6	-7.6	-0.9
47	Oc1ccc(C2NCc3ccccc3-n3cccc32)cc1Cl (stereo unspecified)	5.7&9.4	-2.4&-0.1	-5.7&-3.9	11.6&-16.5	4.8&-8.5	-3.6&-3.1	1.6&1.2	3.0&-3.3	-13.8&-15.2	10.8&-3.2	-9.7&-28.9
48	Cc1c(C)c2ccc(OCC(=O)N3CCN(Cc4ccccc4)CC3)cc2oc1=O	-5.7	3.7	-1.3	17.0	-4.8	-4.6	-0.6	0.6	1.6	12.6	13.3
49	O=C(C1CCC(=O)N1C1CCCCC1)N1CCC2(CC1)OCCO2 (stereo unspecified)	0.2	-2.3	-6.8	-5.6	-2.3	-1.5	1.3	-0.7	-2.7	-7.9	-3.5
50	CCCCn1c(C)c(C(=O)OCC)c2c(CN3CCCC3)c(O)ccc21	2.5	-8.9	0.7	60.8	1.0	0.0	-1.9	0.5	24.7	0.1	4.1
51	CC1(C)CN=C(Nc2ccc(F)c(Cl)c2)S1	-0.5	8.3	-0.5	-6.2	1.5	1.4	-1.3	-1.5	19.7	-5.4	-2.6
52	CC1([N+](=O)[O-])COP(=O)(Nc2cccc(F)c2)OC1 (stereo unspecified)	-3.1	-4.3	1.1	·	3.9	-0.2	-2.0	0.9	-8.1	-12.9	-11.1
53	NCCc1ccc(OCc2ccccc2)c(OCc2ccccc2)c1	12.9	-5.2	-13.8	8.6	-3.6	2.9	-2.1	0.5	6.3	25.6	21.5

Bioassay records as filed in PubChem BioAssay.
